# EBI2 block: EBI2 receptor antagonists, beta-arrestin recruitment, primary screen, cell-based, luminescence, 7a,25-OHC stimulation, uHTS; 7a,25-OHC stimulated; AID 651636, 2012; 360,000 compounds, 0.81% hits; inhibition, % at 5 µM; G-protein coupled receptor 183 (Homo sapiens), P32249; in the data active = inhibition above about 38%;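 note: enzyme fragment complementation signal reports receptor beta-arrestin coupling in cells; 0% = agonist plus DMSO wells and 100% = wells without agonist; some results beyond the cut were filed as inactive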
# 697 NFkB inh: inhibitors of PMA/ionomycin-induced NF-kB reporter, 697 cells, primary screen, B-cell NF-kB inhibitor project, cell-based, luminescence, uHTS. inhibition, % at 4 µM. 330,000 compounds, 0.33% hits. 697 B-cell NF-kB luciferase reporter, 16 h; in the data active = inhibition above about 35%
# Gli-Sufu block: Gli-Sufu pathway antagonists, primary screen, luciferase luminescence, Sufu-KO-LIGHT cells, uHTS; 340,000 compounds, 0.74% hits; Sufu-KO-LIGHT fibroblasts, Gli luciferase reporter luminescence; inhibition, % at 5 µM;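 active = inhibition above about 55%, limit read from the data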;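 note: 0% = DMSO-treated cells and 100% = wells with medium but no cells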
# CCR6 antag: CCR6 receptor antagonists, primary screen, cell-based, CHO-K1, luminescence, beta-arrestin, uHTS | C-C chemokine receptor type 6 (Homo sapiens), P51684 | inhibition, % at 20 µM | 340,000 compounds, 0.49% hits | CHO-K1 CCR6 PathHunter beta-arrestin, CCL20-stimulated;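 active = compounds whose inhibition of the agonist-driven luminescence signal at 20 µM reaches about 50%, limit read from the data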;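 note: cells stimulated with CCL20 at 14 nM final; plate controls were DMSO with CCL20 for no effect and DMSO without agonist for full effect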
# SENP8 inh: SENP8 protease inhibitors, primary screen, biochemical, luminescence | inhibition, % at 10 µM | purified SENP8, Z-RLRGG-aminoluciferin cleavage | 330,000 compounds, 1.2% hits | Sentrin-specific protease 8 (Homo sapiens), Q96LD8 | AID 2540, 2010
# Apaf-1 inh: inhibitors of human Apaf-1 apoptosome, primary screen, biochemical, DEVD-Rh110 fluorescence, uHTS | Apoptotic protease-activating factor 1 (Homo sapiens), O14727 | 330,000 compounds, 0.71% hits | reconstituted apoptosome caspase-3 activity | AID 489030, 2010 | inhibition, % at 20 µM; active = inhibition of at least 40% at 20 µM;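 note: plate controls were DMSO wells for no effect and DEVD-CHO caspase inhibitor wells for full effect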
#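 Material: reconstituted apoptosome with Apaf-1, cytochrome c, caspase-9, procaspase-3, dATP. Technique: Rh110 fluorescence intensity. Buffer or medium: pH 7.5 Hepes buffer with CHAPS, BSA, DTT. Times: 30 min plus 50 min, RT.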
# Jurkat NFkB inh: inhibitors of induced NF-kB luciferase reporter, primary screen, TCR NF-kB activation inhibitor project, cell-based, luminescence, uHTS; inhibition, % at 4 µM; 330,000 compounds, 0.53% hits; AID 435003, 2010; Jurkat, PMA/ionomycin-induced NF-kB luciferase reporter
# UBC13 polyUb: UBC13 polyubiquitin chain formation inhibitors, primary screen, biochemical, TR-FRET, uHTS; 330,000 compounds, 0.47% hits; AID 485273, 2010; inhibition, % at 20 µM; in the data active = inhibition above about 45%, passing the limit was not always enough
# Numbers without * were called inactive; / = not tested or not shown. Cut-off read from the data, not from the text of the source, unless noted: active = inhibition above about 50%; inactive = the rest. Some of the compounds tested, so the mix of outcomes need not match the whole.
SMILES,EBI2 block,697 NFkB inh,Gli-Sufu block,CCR6 antag,SENP8 inh,Apaf-1 inh,Jurkat NFkB inh,UBC13 polyUb
Cc1c(Cl)cccc1NC(=O)c1nc(C)n(-c2cc(OC(C)C)c(Cl)cc2Cl)n1,-3,9,8,7,2,18,1,-5
O=c1nc(Nc2ccccc2)sc2ccc([N+](=O)[O-])cc12,-3,20,-2,11,5,1,1,-8
Cn1c(=O)c2sc3c(c2n(CC(=O)Nc2ccccc2)c1=O)COC(C)(C)C3,-16,-6,-14,0,-4,2,4,4
CC(=O)c1ccc(N2CCN(c3ccnc4cc(Cl)ccc34)CC2)cc1,16,42*,43,9,2,15,40,1
Cc1cc(C)cc(C(=O)OCC(=O)Nc2cccc(S(=O)(=O)NC3=NCCCCC3)c2)c1,-1,-3,2,11,4,7,-7,6
CCn1nc(C)c(/C=N/NC(=O)c2c[nH]c3ccccc23)c1C,-11,-74,-59,2,-5,-2,-43,9
CC(C)(C)c1ccc(/C=N/NC(=O)C[n+]2ccccc2)cc1,5,-7,29,3,-7,2,-22,4
COc1ccc(NS(=O)(=O)c2cccc(C(=O)N/N=C(\C)c3ccc(-n4ccnc4)cc3)c2)cc1,0,1,4,2,-6,6,-17,-15
O=C(CN1CCN(c2ccc(O)cc2)CC1)Nc1ccc2c(c1)OCCCO2,0,-29,6,-6,2,15,7,4
Cc1cccc2sc(NC(=O)C3CCN(S(=O)(=O)c4cc([N+](=O)[O-])ccc4Cl)CC3)nc12,-1,-6,29,4,-6,3,23,-9
CCCc1cc(=O)[nH]c(SCC(=O)c2c(C)[nH]c3ccccc23)n1,6,5,1,2,-2,-4,2,0
Cn1nc(OC(=O)Nc2ccccc2)cc1C(F)(F)F,/,-33,/,/,20,2,-40,-7
CCn1nc(C)c(CNC(=O)CCc2nnc(-c3ccc(C(C)=O)s3)o2)c1C,-7,-3,-7,-3,-5,-7,-2,-4
NC(=O)c1ccsc1NC(=O)COC(=O)c1cc(Cl)ccc1O,-8,-4,3,3,-12,6,3,13
CC(=O)OC(C(=O)N1CCN(c2ccccc2F)CC1)c1ccccc1 (stereo not drawn),1,12,1,16,9,-1,4,4
CC(C(=O)Nc1ccc(S(=O)(=O)Nc2ncccn2)cc1)N1C(=O)c2ccccc2S1(=O)=O (stereo not drawn),-1,7,-2,3,0,-1,10,0
COc1ccccc1N1CCN(C(=O)Cn2nc3n(C)c4ccccc4n3c(=O)c2=O)CC1,/,16,/,/,0,3,-4,-5
Cc1nnc(SCC(=O)N2CCN(C(=O)c3ccco3)CC2)n1-c1ccccc1,5,2,0,-15,-3,-4,4,9
COC(=O)[C@]1(Cc2ccccc2)N[C@H](CN(C)C(=O)COc2ccccc2)[C@@H]2C(=O)N(C)C(=O)[C@@H]21,-11,16,10,11,1,-12,-3,-1
Cc1ccc(C)c(NC(=O)CCn2nc(C)cc2C)c1,1,16,1,3,2,-14,9,4

# Shown as labelled records: entries from further up.
canonical_smiles: CC(C(=O)Nc1ccc(S(=O)(=O)Nc2ncccn2)cc1)N1C(=O)c2ccccc2S1(=O)=O (stereo not drawn)
  EBI2 block: -1; 697 NFkB inh: 7; Gli-Sufu block: -2; CCR6 antag: 3; SENP8 inh: 0; Apaf-1 inh: -1; Jurkat NFkB inh: 10; UBC13 polyUb: 0

canonical_smiles: COc1ccccc1N1CCN(C(=O)Cn2nc3n(C)c4ccccc4n3c(=O)c2=O)CC1
  EBI2 block: /; 697 NFkB inh: 16; Gli-Sufu block: /; CCR6 antag: /; SENP8 inh: 0; Apaf-1 inh: 3; Jurkat NFkB inh: -4; UBC13 polyUb: -5

canonical_smiles: Cc1nnc(SCC(=O)N2CCN(C(=O)c3ccco3)CC2)n1-c1ccccc1
  EBI2 block: 5; 697 NFkB inh: 2; Gli-Sufu block: 0; CCR6 antag: -15; SENP8 inh: -3; Apaf-1 inh: -4; Jurkat NFkB inh: 4; UBC13 polyUb: 9

canonical_smiles: COC(=O)[C@]1(Cc2ccccc2)N[C@H](CN(C)C(=O)COc2ccccc2)[C@@H]2C(=O)N(C)C(=O)[C@@H]21
  EBI2 block: -11; 697 NFkB inh: 16; Gli-Sufu block: 10; CCR6 antag: 11; SENP8 inh: 1; Apaf-1 inh: -12; Jurkat NFkB inh: -3; UBC13 polyUb: -1

# (more compounds)
SMILES,EBI2 block,697 NFkB inh,Gli-Sufu block,CCR6 antag,SENP8 inh,Apaf-1 inh,Jurkat NFkB inh,UBC13 polyUb
COc1ccc(-c2nc(SC)n(C)c(=O)c2C#N)cc1OC,9,33,-4,-1,0,-2,13,11
CCN(CC)S(=O)(=O)c1ccc(C)c(NC(=O)Cn2cnc3cc([N+](=O)[O-])ccc3c2=O)c1,-1,21,-1,5,-1,5,-3,-14
Nc1ccc(Oc2ncccn2)c(Cl)c1,-9,-12,4,3,6,-1,-14,6
C/C(=C\c1ccc(C)o1)C(=O)c1c(C)cc(C)[nH]c1=O,-12,15,-2,4,-5,-3,9,-6
CCOC(=O)c1c(-c2cccc3ccccc23)csc1NC(=O)C1C2CCC(O2)C1C(=O)O (stereo not drawn),-8,5,-1,7,2,8,4,-9
COc1ccc(CC(=O)NC2CCCc3ccccc32)cc1 (stereo not drawn),4,0,8,0,-3,-2,-3,-12
Cc1oncc1C(=O)Nc1cccc(C#N)c1,11,-17,8,0,-7,-4,-14,-9
Cc1ccc(C)c(NC(=O)c2cnn3ccccc23)c1,-3,-15,0,0,-2,2,-11,-5
O=C(CNC(=O)c1ccccc1)OC(C(=O)Nc1cc(C(F)(F)F)ccc1Cl)c1ccccc1 (stereo not drawn),8,5,4,13,-2,13,3,4
CC(=O)Cc1nsc(NC(=O)c2cc(-c3ccc(Cl)c(Cl)c3)oc2C)n1,6,-4,-11,-7,-4,-5,15,-2
COc1ccc(CCNC(=O)c2cc(S(=O)(=O)N(C)c3ccccc3)ccc2Cl)cc1,9,-48,2,22,-12,24,-27,-11
Cc1cc2c(cc1S(=O)(=O)Nc1cccc(C)c1C)OCC(=O)N2,3,-3,3,2,-11,2,-11,4
Fc1ccccc1NC(=S)N(CCCN1CCOCC1)Cc1cccnc1,3,6,1,16,-1,0,15,-5
CC(=O)Nc1ccc(NC(=O)COC(=O)c2n[nH]c3ccccc23)cc1,9,15,-3,9,-1,-3,1,-3
O=C(Nc1cccnc1Cl)c1noc2c1CCc1ccccc1-2,4,-101,-66,1,-5,-21,-101,9
COc1ccc(C2(C(=O)NCCCN(C)C)CCOCC2)cc1,-2,7,-2,11,1,2,-4,-2
CCc1ccc(NC(=O)C(=S)NC2CCCCC2)cc1,-2,-133,-29,9,-4,15,-182,-4
COc1ccc(OC)c(NC(=O)C2=C(C)Nc3ncnn3C2c2cccs2)c1 (stereo not drawn),-1,-2,11,-10,-2,-1,-15,0
O=C(Nc1ccc(N2CCOCC2)c(Cl)c1)c1ccc(-n2cnnc2)cc1,-2,12,9,-1,-8,0,-6,0
CC(C)c1ccc2nc(SCC(=O)NCC3CCCO3)c(C#N)cc2c1 (stereo not drawn),0,-15,-1,2,6,-3,-80,4
C/C(=N\NC(=O)Nc1ccccc1)c1ccccc1,7,5,0,6,-1,6,4,0
COc1cccc(Nc2nc3ccccc3n2C(C)C)c1,-13,16,17,-5,4,5,10,3
COc1ccc(CCNC(=O)CN2C(=O)c3ccccc3S2(=O)=O)cc1,2,2,0,0,6,-15,-4,0
CCOC(=O)c1cncc(O)c1,-6,10,0,-2,-6,-9,-5,-8
Cc1ccc(-c2nc(CS(=O)CC(=O)NCc3ccco3)c(C)o2)cc1 (stereo not drawn),7,3,-10,6,-7,-7,13,-3
FC(F)(F)c1cccc(Cn2cnc(NC(=S)NCCc3ccccc3)n2)c1,54*,-3,13,3,-14,2,-2,-3
COc1ccc(S(=O)(=O)N2CCCCCC2)cc1C(=O)OCC(=O)NCC(C)C,-3,26,2,5,-1,9,-2,-7
CC(C)CC(=O)Nc1nnc(S(=O)(=O)Nc2ccccc2)s1,3,-15,2,1,-4,8,7,-14
Cc1ccc(NS(=O)(=O)c2cccc(C(=O)N3CCOCC3)c2)cc1,-4,13,-43,-8,4,-3,3,5
CCOC(=O)c1c(NC(=O)c2ccccc2C)sc2c1CC(C)(C)OC2,14,-3,3,6,-4,17,-7,10
COC(=O)c1sc2ncccc2c1OCc1cccc(Cl)c1,3,-20,3,10,-10,3,15,3
CCOC(=O)C1C(=O)NC(N2CCOCC2)=NC1C(C)C (stereo not drawn),-1,8,0,12,0,-2,6,2
NC(=O)c1ccsc1NC(=O)COC(=O)CCOc1ccccc1,-3,14,27,9,3,-14,17,13
COc1ccc(C(=O)N/C(=C\c2cccs2)c2nc3ccccc3[nH]2)cc1OC,-9,31,9,14,11,-12,-10,-14

# 3 of the entries above in order of their number in CCR6 antag, falling.
compound,CCR6 antag
CCOC(=O)C1C(=O)NC(N2CCOCC2)=NC1C(C)C (stereo not drawn),12
COC(=O)c1sc2ncccc2c1OCc1cccc(Cl)c1,10
NC(=O)c1ccsc1NC(=O)COC(=O)CCOc1ccccc1,9

# Assay outcomes: PubChem, Sanford-Burnham Center for Chemical Genomics
